Screens deposited in PubChem BioAssay by several laboratories.
OX1R antag: antagonists of human orexin 1 receptor (OX1R) | inhibition, % at 6.6 µM | OX1R-expressing cells, FRET antagonist read-out | hit rate 1.8% among 330,000 | AID 485270; in the data active means inhibition mostly above about 38%, no sharp cut-off; inactive means mostly below about 40%;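 further: 0% = agonist challenge alone and 100% = reference antagonist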
KCNQ2 inh: KCNQ2 potassium channel inhibitors, primary screen, cell-based, CHO-K1, FluxOR thallium flux, B-score (AID 2156). 20 min; active compounds read low. B-score at 10 µM. hit rate 1.1% among 310,000;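 active means fluorescence ratio B-score at most minus 3 library SDs, with starting brightness B-score within 2 library SDs, cut at about -5.5 in these data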
Target sequence (O88943 whole entry, looked up): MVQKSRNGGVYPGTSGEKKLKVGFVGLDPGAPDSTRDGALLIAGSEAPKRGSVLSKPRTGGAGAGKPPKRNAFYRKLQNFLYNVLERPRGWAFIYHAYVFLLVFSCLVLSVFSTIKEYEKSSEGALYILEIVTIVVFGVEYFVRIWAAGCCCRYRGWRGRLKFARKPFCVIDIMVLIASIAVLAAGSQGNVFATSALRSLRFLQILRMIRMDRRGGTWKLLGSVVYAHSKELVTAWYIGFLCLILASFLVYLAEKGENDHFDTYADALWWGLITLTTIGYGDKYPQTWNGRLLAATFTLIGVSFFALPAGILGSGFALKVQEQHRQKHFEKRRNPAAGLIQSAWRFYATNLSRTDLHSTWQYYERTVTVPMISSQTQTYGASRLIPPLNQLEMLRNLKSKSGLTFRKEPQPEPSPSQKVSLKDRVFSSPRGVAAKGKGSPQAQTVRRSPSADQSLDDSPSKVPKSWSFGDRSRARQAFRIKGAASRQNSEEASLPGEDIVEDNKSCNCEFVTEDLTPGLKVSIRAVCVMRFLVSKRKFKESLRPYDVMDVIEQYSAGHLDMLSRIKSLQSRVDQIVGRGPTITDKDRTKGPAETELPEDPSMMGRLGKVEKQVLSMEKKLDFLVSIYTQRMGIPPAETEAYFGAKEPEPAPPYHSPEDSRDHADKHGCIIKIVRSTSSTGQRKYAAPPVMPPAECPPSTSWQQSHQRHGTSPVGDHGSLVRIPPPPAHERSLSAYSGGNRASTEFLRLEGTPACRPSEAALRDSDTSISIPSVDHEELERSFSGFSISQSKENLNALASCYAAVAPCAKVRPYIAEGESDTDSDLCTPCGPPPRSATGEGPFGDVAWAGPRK
STK33 inh: blocks human STK33 kinase activity | hit rate 0.073% among 320,000 | Q9BYT3 | purified STK33, MBP phosphorylation, ADP-Glo luminescence | inhibition, % at 10 µM;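 active means inhibition at or above 25%, using the most active replicate where run in duplicate; inactive means inhibition below 25%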
Numbers without * were called inactive.

CN(c1ccccc1)S(=O)(=O)c1cccc(NC(=O)c2ccc3ncsc3c2)c1 was read as OX1R antag 54, KCNQ2 inh -7.4* and STK33 inh 0.7.
Cc1ccc(NCCC#N)cc1C was read as OX1R antag 6, KCNQ2 inh inactive and STK33 inh -0.4.
`Cc1cc(NC(=O)CSc2nc(N)c(NC(=O)c3ccc(F)c(F)c3)c(=O)[nH]2)no1` gave OX1R antag 8, KCNQ2 inh inactive and STK33 inh -0.1.
`Cc1[nH]c2ccccc2c1C(=O)CSc1nc2ccccc2c(=O)n1-c1ccccc1F` gave OX1R antag 6, KCNQ2 inh inactive and STK33 inh -1.1.
Screening CCCCNc1nc2ccccc2n1CC(=O)Nc1c(C)cccc1CC returned OX1R antag 20, KCNQ2 inh inactive and STK33 inh -0.4.
Screening COc1ccc(C(=O)N2CCOC2CNC(=O)C(=O)NCCc2ccccc2OC)cc1 (stereo not given) returned OX1R antag -2, KCNQ2 inh inactive and STK33 inh -0.7.
CCCn1c(N)c(N(CCOC)C(=O)CSCC(=O)Nc2cccc(C)c2)c(=O)[nH]c1=O was read as OX1R antag 17 and KCNQ2 inh inactive.
COc1ccc2c(CC(=O)N[C@@H](Cc3ccccc3)C(=O)O)cc(=O)oc2c1 was read as OX1R antag -1, KCNQ2 inh inactive and STK33 inh -6.2.
`N#C/C(=C/c1ccc(Br)o1)C(N)=O` gave OX1R antag 79*, KCNQ2 inh inactive and STK33 inh 2.9.
Screening Cc1ccc(S(=O)(=O)n2cccc2C)cc1 returned OX1R antag 9, KCNQ2 inh inactive and STK33 inh -1.7.
For COc1ccc(C(=O)OCC(=O)NC(=O)NC2CCCC2)c(O)c1 the results were OX1R antag 15, KCNQ2 inh inactive and STK33 inh -0.1.
For CCCn1nnnc1NCc1ccc(Cl)cc1Cl the results were OX1R antag 17, KCNQ2 inh inactive and STK33 inh 1.0.
Screening O=C(CSc1nnc2c(n1)[nH]c1ccc(F)cc12)OCc1ccccc1 returned OX1R antag 17, KCNQ2 inh inactive and STK33 inh -0.3.
`COc1ccc(/C=N/NC(=O)c2[nH]c3ccc(C)cc3c2-c2ccccc2)c(C(=O)O)c1OC` gave OX1R antag 3, KCNQ2 inh inactive and STK33 inh -0.8.
For CCCCc1nnc(SCc2ccc(OCC)cc2)n1N the results were OX1R antag 6 and KCNQ2 inh inactive.

The last seven compounds of the part above are carried over, then new ones follow.
`N#C/C(=C/c1ccc(Br)o1)C(N)=O` gave OX1R antag 79*, KCNQ2 inh inactive and STK33 inh 2.9.
Screening Cc1ccc(S(=O)(=O)n2cccc2C)cc1 returned OX1R antag 9, KCNQ2 inh inactive and STK33 inh -1.7.
For COc1ccc(C(=O)OCC(=O)NC(=O)NC2CCCC2)c(O)c1 the results were OX1R antag 15, KCNQ2 inh inactive and STK33 inh -0.1.
For CCCn1nnnc1NCc1ccc(Cl)cc1Cl the results were OX1R antag 17, KCNQ2 inh inactive and STK33 inh 1.0.
Screening O=C(CSc1nnc2c(n1)[nH]c1ccc(F)cc12)OCc1ccccc1 returned OX1R antag 17, KCNQ2 inh inactive and STK33 inh -0.3.
`COc1ccc(/C=N/NC(=O)c2[nH]c3ccc(C)cc3c2-c2ccccc2)c(C(=O)O)c1OC` gave OX1R antag 3, KCNQ2 inh inactive and STK33 inh -0.8.
For CCCCc1nnc(SCc2ccc(OCC)cc2)n1N the results were OX1R antag 6 and KCNQ2 inh inactive.
For O=C(CN1C(=O)S/C(=C/c2cc(Br)cs2)C1=O)N1CCOCC1 the results were OX1R antag 9, KCNQ2 inh inactive and STK33 inh -0.7.
For O=C(Nc1ccccc1)c1ccc(OC(=O)c2ccccc2)cc1 the results were OX1R antag 8, KCNQ2 inh inactive and STK33 inh 0.2.
For CCCc1nc(SC2CCCC2)c2c(=O)n(C)c(=O)n(C)c2n1 the results were OX1R antag 16, KCNQ2 inh inactive and STK33 inh 0.2.
c1ccc2c(C3=NNC(=NC4CCCCC4)SC3)c[nH]c2c1 was read as OX1R antag 15, KCNQ2 inh inactive and STK33 inh -1.3.
`Nc1nncn1C(=O)c1ccccc1Cl` gave OX1R antag 15, KCNQ2 inh inactive and STK33 inh 0.4.
For CCOC(=O)c1sc(NC(=O)CCN2CC(C)OC(C)C2)c(C(=O)OCC)c1C (stereo not given) the results were OX1R antag 10, KCNQ2 inh inactive and STK33 inh -0.6.
`C/C(=N\O)C(=O)Nc1ccccc1` gave OX1R antag 5, KCNQ2 inh inactive and STK33 inh 0.2.
CC(NC(=O)C1CCN(S(=O)(=O)c2cccc3nonc23)CC1)c1ccccc1 (stereo not given) was read as OX1R antag 6, KCNQ2 inh inactive and STK33 inh -0.6.
O=C(CNC1CCCCC1)Nc1ccc(S(=O)(=O)N2CCCCC2)cc1 was read as OX1R antag 14, KCNQ2 inh inactive and STK33 inh -0.7.
Screening Cc1cccc(OCC(=O)Nc2ccc(N3CCN(S(C)(=O)=O)CC3)cc2)c1 returned OX1R antag 16, KCNQ2 inh inactive and STK33 inh 0.1.
`CCc1ccc(OCC(=O)NC(NC(=S)Nc2ccccc2OC)C(Cl)(Cl)Cl)cc1` (stereo not given) gave OX1R antag 39, KCNQ2 inh inactive and STK33 inh -2.1.
For Cn1cc(CCNC(=O)CC2C(=O)NCCN2Cc2cccc(Oc3ccccc3)c2)cn1 (stereo not given) the results were OX1R antag 12, KCNQ2 inh inactive and STK33 inh -0.3.
Screening O=C(Cn1ccc2ccccc2c1=O)NCCC(=O)N1CCN(c2ccccc2)CC1 returned OX1R antag 2, KCNQ2 inh inactive and STK33 inh -0.9.
`CCN(CC)CC(=O)c1c[nH]c2ccccc12` gave OX1R antag 16, KCNQ2 inh inactive and STK33 inh -1.2.
For O=C(CSc1ccc2nnc(CCNC(=O)c3ccccc3)n2n1)Nc1ccccc1 the results were OX1R antag 6, KCNQ2 inh inactive and STK33 inh -2.2.

Two entries drawn at random from the list so far:
`Nc1nncn1C(=O)c1ccccc1Cl` gave OX1R antag 15, KCNQ2 inh inactive and STK33 inh 0.4.
For O=C(CN1C(=O)S/C(=C/c2cc(Br)cs2)C1=O)N1CCOCC1 the results were OX1R antag 9, KCNQ2 inh inactive and STK33 inh -0.7.

Next compounds follow.
COC(=O)c1cccc(C(=O)N2CCCC(C(=O)c3ccccc3OC)C2)c1 (stereo not given) was read as KCNQ2 inh inactive and STK33 inh 1.0.
Screening CCC1CN(C(=O)N2CCC(C(=O)NCc3ccccc3OC)CC2)c2cc(C)ccc2O1 (stereo not given) returned OX1R antag -3, KCNQ2 inh inactive and STK33 inh -0.4.
For CCc1ccc2c(c1)C(=O)C(=O)N2CCS(=O)(=O)c1ccccc1 the results were OX1R antag 18, KCNQ2 inh inactive and STK33 inh -1.9.
Screening COCCn1c(SCC(=O)Nc2ccc(C)cc2C)nc2c(oc3ccccc32)c1=O returned OX1R antag 9, KCNQ2 inh inactive and STK33 inh -0.4.
`CCCCc1ccc(NC(=O)OC)cc1` gave OX1R antag 16, KCNQ2 inh inactive and STK33 inh 0.1.
CC1CN(CC(=O)Nc2cc(S(=O)(=O)N3CCCC3)ccc2Cl)CC(C)O1 (stereo not given) was read as OX1R antag 1, KCNQ2 inh inactive and STK33 inh -0.7.
For O=C(NCCC1=CCCCC1)c1cc(S(=O)(=O)N2CCCCC2)ccc1Cl the results were OX1R antag 20, KCNQ2 inh inactive and STK33 inh 0.2.
`O=C(NC1CCCCC1)NC1C2CC3CC(C2)CC1C3` (stereo not given) gave OX1R antag 8, KCNQ2 inh inactive and STK33 inh -1.6.
For COC(=O)c1cc2c(=O)c3ccccc3oc2nc1C the results were KCNQ2 inh inactive and STK33 inh 1.1.
Screening CCOc1ccc(CCn2c(-c3ccco3)nc3ccccc3c2=O)cc1OCC returned OX1R antag 17, KCNQ2 inh -6.9* and STK33 inh 0.2.
`Cc1ccc2oc(C(=O)N(Cc3nccn3C)C(C)C)c(C)c2c1` gave OX1R antag 3, KCNQ2 inh inactive and STK33 inh 0.0.
CCOC(=O)/C(=N\Nc1ccc(Br)cc1)N1CC(C)OC(C)C1 (stereo not given) was read as OX1R antag 2, KCNQ2 inh inactive and STK33 inh 0.7.
CC1CCN(C(=O)COC(=O)/C=C/c2ccco2)CC1 was read as OX1R antag 6 and STK33 inh 0.6.
Screening COc1cccc(C(=O)Nc2ccc(S(=O)(=O)Nc3nccc(C)n3)cc2)c1 returned OX1R antag -10, KCNQ2 inh inactive and STK33 inh -0.9.
`CN(C)Cc1ccc(F)cc1Sc1ccc(Cl)cc1Cl` gave OX1R antag 18, KCNQ2 inh inactive and STK33 inh 0.0.
Screening O=C1/C(=C\c2cc(Cl)c(O)c(Cl)c2)SC(=S)N1Cc1ccccc1 returned KCNQ2 inh inactive and STK33 inh 0.3.
`O=C(Cn1cc2c(n1)CCCC2)N1CCc2ccccc21` gave OX1R antag 14, KCNQ2 inh inactive and STK33 inh 1.3.
For COc1ccc(-c2nn(-c3ccccc3)cc2C(=O)n2nnc3ccccc32)cc1 the results were OX1R antag 14, KCNQ2 inh inactive and STK33 inh -1.8.
For O=C1OCc2ccc(NC(=O)c3sccc3Cl)cc21 the results were OX1R antag 29, KCNQ2 inh inactive and STK33 inh -0.2.
For COc1ccc(C(=O)NCc2nc3ccccc3[nH]2)cc1OC the results were OX1R antag 2, KCNQ2 inh inactive and STK33 inh 0.7.
For CCC(=O)Nc1ccc(OCc2nc3ccccc3s2)cc1 the results were OX1R antag 38, KCNQ2 inh inactive and STK33 inh -1.0.
For O=C1c2oc3ccccc3c(=O)c2C(c2cccc(O)c2)N1CCCN1CCOCC1 (stereo not given) the results were OX1R antag 14, KCNQ2 inh inactive and STK33 inh -0.4.
CC(C)CCNC(=O)c1ccc2c(SCC(=O)O)c3c(nc2c1)CCC3 was read as OX1R antag 8, KCNQ2 inh inactive and STK33 inh -1.4.
Screening CCCc1nnc(NC(=O)CCC(=O)Nc2ccc(Cl)cc2)s1 returned OX1R antag 5, KCNQ2 inh inactive and STK33 inh -0.5.
For CC(=O)c1ccc(Nc2ccc([N+](=O)[O-])c3nonc23)cc1 the results were OX1R antag 78*, KCNQ2 inh inactive and STK33 inh 0.6.
Screening Cc1ccc(S(=O)(=O)N2CCOCC2)cc1C(=O)NCc1ccccc1CN1CCCC1 returned OX1R antag 4 and STK33 inh -0.2.
For Cn1c(=O)c2c(nc(Sc3nc4ccccc4n3CC(=O)N3CCCCC3)n2C)n(C)c1=O the results were OX1R antag 41, KCNQ2 inh inactive and STK33 inh 3.9.
Screening O=C(O)CN(c1ccccc1)S(=O)(=O)c1cc(C(F)(F)F)cc(C(F)(F)F)c1 returned OX1R antag 14, KCNQ2 inh inactive and STK33 inh 0.0.
Screening NC(=O)c1sc2nc3c(c(-c4ccco4)c2c1N)CCC3 returned OX1R antag 7, KCNQ2 inh inactive and STK33 inh 8.6.
For COCC(=O)N(Cc1cc2cc(OC)ccc2[nH]c1=O)c1ccccc1OC the results were OX1R antag 15, KCNQ2 inh inactive and STK33 inh 0.9.
O=C(NCC1CCCN(C(=O)c2cc(Cl)ccc2F)C1)c1ccc(F)cc1 (stereo not given) was read as OX1R antag 16, KCNQ2 inh inactive and STK33 inh 0.7.
For Cc1ccc(S(=O)(=O)N2CCC(=O)N2)cc1 the results were OX1R antag 11, KCNQ2 inh inactive and STK33 inh -0.7.
Screening O=C(O)c1ccc(N/N=C/c2cc(Br)cs2)cc1 returned OX1R antag -5, KCNQ2 inh inactive and STK33 inh -3.7.
O=C(OCC(=O)N1N=C(c2ccc(Cl)cc2)CC1c1ccco1)c1cccnc1 (stereo not given) was read as OX1R antag 3 and STK33 inh -1.4.
Screening CCOc1ccc(N/C=C/C(=O)c2ccccc2)c([N+](=O)[O-])c1 returned OX1R antag 26, KCNQ2 inh inactive and STK33 inh 1.3.
O=C(Cc1ccccc1)NC(=S)Nc1cc(C(F)(F)F)ccc1Cl was read as OX1R antag -23, KCNQ2 inh inactive and STK33 inh 0.2.
C=CCn1c(=O)c(C(=O)Nc2ccccc2C(=O)OCC)c(O)c2ccccc21 was read as OX1R antag 7, KCNQ2 inh inactive and STK33 inh -8.0.
For CCn1cc(C(=O)N2CCc3ccccc3C2)c(=O)c2cc(S(=O)(=O)N3CCCCC3)ccc21 the results were OX1R antag 0, KCNQ2 inh inactive and STK33 inh -0.7.
`CSc1ccccc1NC(=O)COC(=O)CCC(=O)c1ccc(F)cc1` gave OX1R antag 16 and STK33 inh -0.2.
Screening CNS(=O)(=O)c1ccc(OC)c(-c2nnc3c4ccccc4c(C)nn23)c1 returned OX1R antag 25, KCNQ2 inh inactive and STK33 inh 0.0.
`CC1(c2nnc(-c3cccc(Cl)c3)o2)CC(c2cccc([N+](=O)[O-])c2)=NO1` (stereo not given) gave OX1R antag 4, KCNQ2 inh inactive and STK33 inh 0.1.
Screening CC1=CC(C)(C)N2C(=O)C3(N=C(N)NC(Nc4ccccc4)=N3)c3cc(C)cc1c32 (stereo not given) returned OX1R antag -7, KCNQ2 inh inactive and STK33 inh -1.2.
`N#Cc1c(-c2ccccc2)nc(SCC(=O)Nc2ccccc2F)[nH]c1=O` gave OX1R antag 13 and STK33 inh -2.3.
For CCN(CC)S(=O)(=O)c1ccc(NC(=O)CSc2nnc(-c3ccc(F)cc3)o2)cc1 the results were OX1R antag 0, KCNQ2 inh inactive and STK33 inh 0.0.
COc1ccccc1Cc1nc(-c2ccncc2)no1 was read as OX1R antag 9, KCNQ2 inh inactive and STK33 inh -0.5.
